Assay outcomes as filed in PubChem BioAssay.
AID2073: disruptors of CaV2.2 binding to Mint1 – biochemical, HTRF (AID 2073); HTRF protein-protein interaction, Mint1-CaV2.2; higher % means a stronger effect; inhibition, % at 20 µM; hits with a dose series show IC50 in µM; hit rate 0.19% among 290,000; in the data active = inhibition mostly above about 51%, no sharp cut-off; also: some results filed as inactive read as strong as hits
HIV fusion peptide: inhibitors of HIV fusion peptide binding, primary screen, biochemical, uHTS, fluorescence dequenching (AID 1986); cell-free peptide binding, fluorescence dequenching, 30 min; higher % means a stronger effect; hit rate 0.3% among 290,000; inhibition, % at 20 µM, or IC50 in µM where a hit was titrated; in the data active = inhibition mostly above about 52%, no sharp cut-off; inactive = mostly below about 76%; also: some results filed as inactive read as strong as hits
KOR beta-arrestin-1: KOR agonists, beta-arrestin recruitment, primary screen, cell-based, luminescence, uHTS (AID 1777); KOR beta-arrestin recruitment, luminescence; higher % means a stronger effect; one-dose activation, % at 10 µM; EC50 in µM for titrated hits; hit rate 0.02% among 280,000; in the data active = activation above about 50%, passing the limit was not always enough; also: a part of the inactive calls stands beside numbers as strong as those of hits
KOR beta-arrestin-2: kappa opioid receptor blockers – cell-based, luminescence, uHTS (AID 1778); KOR beta-arrestin recruitment, luminescence, antagonist mode; higher % means a stronger effect; one-dose inhibition, % at 10 µM; IC50 in µM for titrated hits; hit rate 0.091% among 290,000; also: strong numbers were not always called active
NS5 inhibitors: Dengue-2 NS5 methyltransferase inhibitors, primary screen, biochemical, confirmation dose response (AID 588689); Dengue-2 NS5 methyltransferase capping enzyme assay, biochemical; higher % means a stronger effect; inhibition, % at 25 µM; hits with a dose series show IC50 in µM; hit rate 0.3% among 340,000; in the data active = a potency from the dose series
HEK293 NOD2/NF-kB: inhibition of NOD2-driven NF-kB reporter – cell-based, luminescence, uHTS, HEK293 (AID 1566); inhibition, % at 4 µM, or EC50 in µM where a hit was titrated; HEK293 NOD2/NF-kB luciferase reporter, luminescence; higher % means a stronger effect; hit rate 0.63% among 290,000; also: many of its hits are not listed in these tables
Yfh1-depleted yeast: mitochondrial function rescue without frataxin homolog – Friedreich's ataxia, plus single-dose screen, dose response (AID 1465). S. cerevisiae Yfh1-off respiration, WST-1 reduction, 72 h; higher fold induction means a stronger effect. fold induction at 50 µM, or EC50 in µM where a hit was titrated. hit rate 0.074% among 220,000;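 active = fold induction of absorbance versus untreated yeast above a set limit, then at least 30% activation at any dose in follow-up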;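 also: activators that raise dye reduction in frataxin-depleted yeast; strong numbers were not always called active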
West Nile virus CPE: West Nile virus antiviral activity, cell-based, CPE readout (AID 1621) | West Nile virus-infected cells, CPE inhibition; higher % means a stronger effect | CPE inhibition, % at 10 µM, or IC50 in µM where a hit was titrated | hit rate 0.02% among 290,000; in the data active = a potency from the dose series; also: strong numbers were not always called active
NOD1 NF-kB reporter: NOD1 signaling inhibitors, primary screen, cell-based, luminescence, uHTS (AID 1578); NOD1-driven NF-kB luciferase reporter cells, luminescence; higher % means a stronger effect; inhibition, % at 4 µM, or EC50 in µM where a hit was titrated; hit rate 1% among 290,000; in the data active = inhibition mostly above about 36%, no sharp cut-off; inactive = mostly below about 34%;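 also: HEK-293T reporter cells stimulated with the NOD1 agonist gamma-tri-DAP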
* hit, by the source's call; [ ] = remark or other dose. Rule as the data show it, unless noted: active = inhibition above about 50%; inactive = the rest. Only part of the results is shown; count on the stated rates, not on these rows.

Results for O=C(O)c1ccc(C2NCC(c3ccccc3Cl)c3c2[nH]c2ccccc32)cc1 (configuration not stated) ?
AID2073: -7%; HIV fusion peptide: 19%; KOR beta-arrestin-1: -1.9%; KOR beta-arrestin-2: -62%[20 µM]; NS5 inhibitors: -5%; HEK293 NOD2/NF-kB: 9%; Yfh1-depleted yeast: inactive; West Nile virus CPE: 0.2%; NOD1 NF-kB reporter: -16%

How did O=C(Cc1ncc(C(F)(F)F)cc1Cl)Nc1ccc(F)cc1 do in these assays?
AID2073: 3%; HIV fusion peptide: -0.2%; KOR beta-arrestin-1: -5.1%; KOR beta-arrestin-2: 40%; NS5 inhibitors: -4%; HEK293 NOD2/NF-kB: 9%; Yfh1-depleted yeast: inactive; West Nile virus CPE: 0.0%; NOD1 NF-kB reporter: -21%

Results for Cc1ccc(C)c(SCc2noc(C(=O)NC(C)C)c2C(=O)O)c1 ?
AID2073: -8%; HIV fusion peptide: 6.5%; KOR beta-arrestin-1: -0.7%; KOR beta-arrestin-2: 7%; NS5 inhibitors: -1%; HEK293 NOD2/NF-kB: -10%; Yfh1-depleted yeast: inactive; West Nile virus CPE: 1.0%; NOD1 NF-kB reporter: -26%

What do the screens show for `COc1ccccc1CNC(=O)[C@H](C)NC(=O)C1CCN(C(=O)[C@H](CCSC)NC(=O)OC(C)(C)C)CC1`?
AID2073: 5%; HIV fusion peptide: -0.3%; KOR beta-arrestin-1: -2.1%; KOR beta-arrestin-2: -28%[20 µM]; NS5 inhibitors: -4%; HEK293 NOD2/NF-kB: 23%; West Nile virus CPE: -0.3%; NOD1 NF-kB reporter: 38%

What do the screens show for `N/C(=N\OC(=O)COc1ccc2ccccc2c1)c1cccnc1`?
AID2073: -4%; HIV fusion peptide: -2.9%; KOR beta-arrestin-1: 2.2%; KOR beta-arrestin-2: 12%; NS5 inhibitors: -8%; HEK293 NOD2/NF-kB: 19%; Yfh1-depleted yeast: inactive; West Nile virus CPE: -0.9%; NOD1 NF-kB reporter: 0%

What do the screens show for `O=C(O)C1CCN(C(=O)CSc2nc3cc(Cl)ccc3c(=O)n2Cc2ccccc2)CC1`?
AID2073: 20%; HIV fusion peptide: 1.9%; KOR beta-arrestin-1: -1.3%; KOR beta-arrestin-2: -18%; NS5 inhibitors: -5%; HEK293 NOD2/NF-kB: 22%; West Nile virus CPE: -0.3%; NOD1 NF-kB reporter: -36%

Results for O=C1CC(SCCO)C(=O)N1c1ccccc1 (configuration not stated) ?
AID2073: 12%; HIV fusion peptide: -1.3%; KOR beta-arrestin-1: -0.6%; KOR beta-arrestin-2: -53%; NS5 inhibitors: 7%; HEK293 NOD2/NF-kB: 9%; Yfh1-depleted yeast: inactive; West Nile virus CPE: 0.0%; NOD1 NF-kB reporter: -3%

What do the screens show for `CC1CCN(CC(C)OC(=O)c2ccc3c(c2)OCCO3)CC1` (configuration not stated)?
AID2073: -8%; HIV fusion peptide: 1.4%; KOR beta-arrestin-1: -4.1%; KOR beta-arrestin-2: 38%; NS5 inhibitors: -9%; HEK293 NOD2/NF-kB: -1%; Yfh1-depleted yeast: inactive; West Nile virus CPE: 0.2%; NOD1 NF-kB reporter: -2%

Results for CCCOC1OC(=O)c2c1ccc(OC)c2OC (configuration not stated) ?
AID2073: 4%; HIV fusion peptide: 1.7%; KOR beta-arrestin-1: -2.5%; KOR beta-arrestin-2: 18%; NS5 inhibitors: -8%; HEK293 NOD2/NF-kB: -1%; Yfh1-depleted yeast: inactive; West Nile virus CPE: 1.1%; NOD1 NF-kB reporter: -17%

What do the screens show for `O=C(CSc1nc(-c2ccncc2)nn1CC(=O)N1CCCCC1)NC1CCCC1`?
AID2073: 11%; HIV fusion peptide: -4.0%; KOR beta-arrestin-1: -4.5%; KOR beta-arrestin-2: -2%; NS5 inhibitors: -3%; HEK293 NOD2/NF-kB: 10%; Yfh1-depleted yeast: inactive; West Nile virus CPE: -1.1%; NOD1 NF-kB reporter: -4%

What do the screens show for `CC(Oc1ccccc1)C(=O)N=Nc1c(O)[nH]c2ccc([N+](=O)[O-])cc12` (configuration not stated)?
AID2073: 10%; HIV fusion peptide: -3.8%; KOR beta-arrestin-1: -6.2%; KOR beta-arrestin-2: 13%; NS5 inhibitors: 13%; HEK293 NOD2/NF-kB: 9%; Yfh1-depleted yeast: inactive; West Nile virus CPE: -0.2%; NOD1 NF-kB reporter: -37%

How did Cc1ccc(NC(=O)CCc2nnc3ccc(N4CCC(C)CC4)nn23)nc1 do in these assays?
AID2073: 6%; HIV fusion peptide: -2.0%; KOR beta-arrestin-1: 1.2%; KOR beta-arrestin-2: -36%; NS5 inhibitors: -10%; HEK293 NOD2/NF-kB: 7%; West Nile virus CPE: 0.4%; NOD1 NF-kB reporter: -3%

Structures from the list above that have an aryl methoxy group (2):
What do the screens show for `COc1ccccc1CNC(=O)[C@H](C)NC(=O)C1CCN(C(=O)[C@H](CCSC)NC(=O)OC(C)(C)C)CC1`?
AID2073: 5%; HIV fusion peptide: -0.3%; KOR beta-arrestin-1: -2.1%; KOR beta-arrestin-2: -28%[20 µM]; NS5 inhibitors: -4%; HEK293 NOD2/NF-kB: 23%; West Nile virus CPE: -0.3%; NOD1 NF-kB reporter: 38%

Results for CCCOC1OC(=O)c2c1ccc(OC)c2OC (configuration not stated) ?
AID2073: 4%; HIV fusion peptide: 1.7%; KOR beta-arrestin-1: -2.5%; KOR beta-arrestin-2: 18%; NS5 inhibitors: -8%; HEK293 NOD2/NF-kB: -1%; Yfh1-depleted yeast: inactive; West Nile virus CPE: 1.1%; NOD1 NF-kB reporter: -17%

(further entries)
Results for C/C(=N\NC(=O)c1cc([N+](=O)[O-])cc([N+](=O)[O-])c1)c1ccco1 ?
AID2073: 10%; HIV fusion peptide: -2.3%; KOR beta-arrestin-1: -9.5%; KOR beta-arrestin-2: -22%[20 µM]; NS5 inhibitors: 0%; HEK293 NOD2/NF-kB: 13%; Yfh1-depleted yeast: inactive; West Nile virus CPE: 1.6%; NOD1 NF-kB reporter: 26%

What do the screens show for `CC(C)Cc1ccc(CN2CCCC(NC(=O)CSc3nncn3C)C2)cc1` (configuration not stated)?
AID2073: 6%; HIV fusion peptide: 0.6%; KOR beta-arrestin-1: 2.5%; KOR beta-arrestin-2: -12%; NS5 inhibitors: -9%; HEK293 NOD2/NF-kB: -1%; West Nile virus CPE: -0.5%; NOD1 NF-kB reporter: 19%

How did Cc1ccc(NC(=O)C2CCC(N3C(=O)C4CCCCC4C3=O)CC2)cc1 (configuration not stated) do in these assays?
AID2073: 2%; HIV fusion peptide: 2.3%; KOR beta-arrestin-1: 1.8%; KOR beta-arrestin-2: -8%; NS5 inhibitors: -4%; HEK293 NOD2/NF-kB: -7%; West Nile virus CPE: 0.8%; NOD1 NF-kB reporter: 37%

How did O=C(Nc1ccc(-c2noc(CCc3ccccc3)n2)cc1)c1ccco1 do in these assays?
AID2073: 4%; HIV fusion peptide: 1.6%; KOR beta-arrestin-1: -1.5%; KOR beta-arrestin-2: 4%; HEK293 NOD2/NF-kB: -116%; Yfh1-depleted yeast: inactive; West Nile virus CPE: -0.1%; NOD1 NF-kB reporter: -23%

What do the screens show for `COc1ccc(CCNC(=O)[C@@H](NC(N)=O)C(C)C)cc1`?
AID2073: -9%; HIV fusion peptide: -1.0%; KOR beta-arrestin-1: -3.1%; KOR beta-arrestin-2: -11%; NS5 inhibitors: -3%; HEK293 NOD2/NF-kB: 6%; Yfh1-depleted yeast: inactive; West Nile virus CPE: -0.4%; NOD1 NF-kB reporter: -45%

Results for Cc1c(/N=C/c2ccco2)n(Cc2ccccc2)c2ccccc12 ?
AID2073: 5%; HIV fusion peptide: 2.0%; KOR beta-arrestin-1: 3.7%; KOR beta-arrestin-2: -2%; NS5 inhibitors: -2%; HEK293 NOD2/NF-kB: 18%; Yfh1-depleted yeast: inactive; West Nile virus CPE: -0.3%; NOD1 NF-kB reporter: 20%

How did COc1cc(C(CCN2CCCC(C)C2)c2c(OC)cc(OC)c3c2OC(=O)CC3c2ccc(N(C)C)cc2)cc(OC)c1OC (configuration not stated) do in these assays?
AID2073: 23%; HIV fusion peptide: -1.3%; KOR beta-arrestin-1: -0.9%; KOR beta-arrestin-2: 6%; NS5 inhibitors: -4%; HEK293 NOD2/NF-kB: 14%; Yfh1-depleted yeast: inactive; West Nile virus CPE: -0.8%; NOD1 NF-kB reporter: 6%

What do the screens show for `CCc1ccccc1NNC(=O)c1cc(C)on1`?
AID2073: 4%; HIV fusion peptide: -2.1%; KOR beta-arrestin-1: -1.8%; KOR beta-arrestin-2: -3%; NS5 inhibitors: -2%; HEK293 NOD2/NF-kB: -179%; Yfh1-depleted yeast: inactive; West Nile virus CPE: -1.0%; NOD1 NF-kB reporter: -14%

How did Cn1c(=O)[nH]c2c(Cl)nccc21 do in these assays?
AID2073: -2%; HIV fusion peptide: -0.5%; KOR beta-arrestin-1: 4.1%; KOR beta-arrestin-2: 1%; NS5 inhibitors: -3%; HEK293 NOD2/NF-kB: 10%; Yfh1-depleted yeast: inactive; West Nile virus CPE: 0.0%; NOD1 NF-kB reporter: -14%

Results for COc1ccc(-c2[nH]ncc2CN2CCCN(c3ccccc3)CC2)c(F)c1 ?
AID2073: 3%; HIV fusion peptide: 0.4%; KOR beta-arrestin-2: -38%[20 µM]; NS5 inhibitors: 0%; HEK293 NOD2/NF-kB: 13%; Yfh1-depleted yeast: inactive; West Nile virus CPE: -1.1%; NOD1 NF-kB reporter: -40%

What do the screens show for `O=C(O)CCC(=O)c1ccc2c(c1)CCCC2`?
AID2073: -4%; HIV fusion peptide: 3.7%; KOR beta-arrestin-1: -4.4%; KOR beta-arrestin-2: 16%; NS5 inhibitors: 6%; HEK293 NOD2/NF-kB: 26%; Yfh1-depleted yeast: inactive; West Nile virus CPE: -0.1%; NOD1 NF-kB reporter: -22%

Results for CCn1nnnc1SCC(=O)c1ccc2c(c1)OCCO2 ?
AID2073: -8%; HIV fusion peptide: -2.6%; KOR beta-arrestin-1: 0.3%; KOR beta-arrestin-2: 20%; NS5 inhibitors: -2%; HEK293 NOD2/NF-kB: 9%; NOD1 NF-kB reporter: 16%

How did COc1cc(C2NC(=O)NC(C)=C2C(=O)OC2CCCC(C)C2)cc(Br)c1O (configuration not stated) do in these assays?
AID2073: 9%; HIV fusion peptide: 0.8%; KOR beta-arrestin-1: 0.0%; KOR beta-arrestin-2: -35%[20 µM]; NS5 inhibitors: -7%; HEK293 NOD2/NF-kB: 13%; West Nile virus CPE: -0.9%; NOD1 NF-kB reporter: -3%

What do the screens show for `CCN1CCN(CCNC(=O)c2ccc3c(c2)N(Cc2cccc(Cl)c2)C(=O)c2ccccc2S3=O)CC1` (configuration not stated)?
AID2073: 7%; HIV fusion peptide: -1.7%; KOR beta-arrestin-1: -5.1%; KOR beta-arrestin-2: -16%; NS5 inhibitors: 1%; HEK293 NOD2/NF-kB: -5%; West Nile virus CPE: 0.5%; NOD1 NF-kB reporter: -29%

Results for Cc1nn2c(=O)cc(CSc3nc4ccccc4[nH]3)nc2s1 ?
AID2073: -1%; HIV fusion peptide: -1.8%; KOR beta-arrestin-1: 5.6%; KOR beta-arrestin-2: -10%; NS5 inhibitors: 0%; HEK293 NOD2/NF-kB: -4%; Yfh1-depleted yeast: inactive; West Nile virus CPE: 0.0%; NOD1 NF-kB reporter: 22%
